# Screening data from PubChem.
# NALP1 inh = inhibitors of NALP1 inflammasome in yeast. S. cerevisiae NALP1/ASC/caspase-1 growth, X-gal OD620, 72 h. inhibition, % at 10 µM. 0.61% of 280,000 active. AID 2071; in the data active means inhibition mostly above about 24%, no sharp cut-off; inactive means mostly below about 32%; further: some compounds called inactive have numbers as strong as hits
# IDE cell inh = inhibits human insulin-degrading enzyme in HEK cells | 0.41% of 320,000 active | FAbetaB cleavage, fluorescence polarization | inhibition, % at 5.59 µM | AID 434962;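 active means percent inhibition above the average of all tested compounds plus 3 SD, set per screening campaign, cut at about 16% in these data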;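 further: IDE supplied by intact live HEK cells; FP after avidin binding of uncleaved biotin substrate so inhibition keeps polarization high; 0% = DMSO wells and 100% = 60 µM reference IDE inhibitor Ii1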
# VIM-2 inhibitor = inhibitors of Pseudomonas aeruginosa VIM-2 metallo-beta-lactamase. purified VIM-2, nitrocefin hydrolysis, epi-absorbance fluorescence. inhibition, % at 5.6 µM. 0.89% of 290,000 active;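 active means inhibition above the mean of all tested compounds plus 3 SD, cutoff set per screening run, cut at about 7.5% in these data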;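 further: red hydrolysis product quenches plate fluorescence so inhibitors raise well fluorescence; 0% = enzyme with DMSO and 100% = DMSO without enzyme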
# IDE cell activ = boosts human insulin-degrading enzyme activity in HEK cells; 0.073% of 340,000 active; FAbeta-B cleavage, fluorescence polarization; 0% vehicle, 100% cell-free pure enzyme wells; P14735; activation, % at 5.96 µM;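 active means activation above the mean of all tested compounds plus 3 SD, set per screening campaign, cut at about 17% in these data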
# GPR7 antagonist = antagonists of human GPR7 (neuropeptides B/W receptor 1); 1.1% of 290,000 active; GPR7-expressing cells, fluorescence antagonist assay; inhibition, % at 4.4 µM; P48145; AID 1861; in the data active means inhibition above about 16%, passing the limit was not always enough;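 further: cells stimulated with the agonist NPW; 0% = agonist with vehicle and 100% = vehicle without agonist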
# Target sequence (P48145 whole entry, looked up): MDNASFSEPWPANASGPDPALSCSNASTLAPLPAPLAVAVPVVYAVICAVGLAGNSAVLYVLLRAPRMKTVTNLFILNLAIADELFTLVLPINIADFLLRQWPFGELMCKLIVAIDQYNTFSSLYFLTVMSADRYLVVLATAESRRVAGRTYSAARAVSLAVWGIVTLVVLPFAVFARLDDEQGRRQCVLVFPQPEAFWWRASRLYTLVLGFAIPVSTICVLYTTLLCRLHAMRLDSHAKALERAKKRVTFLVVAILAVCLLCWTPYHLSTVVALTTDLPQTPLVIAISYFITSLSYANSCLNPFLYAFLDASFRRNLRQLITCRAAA
# PHOSPHO1 block = PHOSPHO1 (human) inhibition; recombinant PHOSPHO1, absorbance phosphatase assay; inhibition, % at 13.3 µM; 1.1% of 290,000 active; in the data active means inhibition above about 60%
# Target sequence (Q8TCT1 whole entry, looked up): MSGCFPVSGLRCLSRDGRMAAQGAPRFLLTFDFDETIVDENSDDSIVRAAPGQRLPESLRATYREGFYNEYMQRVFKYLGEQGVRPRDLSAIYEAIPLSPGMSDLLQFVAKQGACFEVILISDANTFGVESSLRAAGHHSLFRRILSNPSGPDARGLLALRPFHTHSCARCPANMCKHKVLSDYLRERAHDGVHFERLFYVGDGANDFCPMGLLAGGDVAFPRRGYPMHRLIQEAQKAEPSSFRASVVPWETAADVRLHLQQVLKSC
# IMP-1 inhibitor = inhibitors of Pseudomonas aeruginosa IMP-1 metallo-beta-lactamase | purified IMP-1, nitrocefin hydrolysis, epi-absorbance fluorescence | inhibition, % at 5.6 µM | 0.45% of 290,000 active;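 active means inhibition above the mean plus 3 SD of all compounds in the same screening run, cut at about 4.5% in these data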;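 further: 0% = IMP-1 with DMSO and 100% = DMSO wells lacking enzyme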
#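 System: Purified recombinant IMP-1 metallo-beta-lactamase enzyme | Measured by: Fluorescence quenching readout, ex 480/em 530 nm | Replication: Singlicate | Incubation: 15 min preincubation plus 25 min reaction at 25 °C | Evaluation: Percent inhibition from optical density relative to buffer-blank wells | Benchmarks: DMSO with and without IMP-1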
# pCIP destab = p/CIP protein destabilization; F442A p/CIP-EGFP cells, EGFP fluorescence, 16 h; decrease of EGFP signal, % at 10 µM; AID 1984; 0.01% of 290,000 active;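 active means EGFP signal decrease of at least 30% at 10 µM or well 3 SD below plate mean, unless failing retest; inactive means the rest, including hits failing retest or dose response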; further: some compounds called inactive have numbers as strong as hits; many of its hits are not listed in these tables
# M18AAP inhibitor = PfM18AAP enzyme inhibition | recombinant PfM18AAP, H-Glu-NHMec fluorogenic cleavage | inhibition, % at 7.35 µM | 1.2% of 290,000 active | AID 1822;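 active means inhibition above the campaign mean inhibition over all tested compounds plus 3 SD, cut at about 28% in these data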;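 further: 0% = plate median of test compound wells and 100% = 2 mM ZnCl2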
# * marks the source's active call; other numbers are inactive results; · = no result given.
molecule	NALP1 inh	IDE cell inh	VIM-2 inhibitor	IDE cell activ	GPR7 antagonist	PHOSPHO1 block	IMP-1 inhibitor	pCIP destab	M18AAP inhibitor
CCC(C)(C)NC(=O)C(c1ccccc1F)N(Cc1ccco1)C(=O)c1csnn1 (stereo unspecified)	-15	5	-1.8	3	-3	11	-1.1	-5	0
CC(C)NCCCCOc1ccccc1-c1ccccc1	30	-7	-0.9	·	8	2	-2.9	-5	1
CCOC(=O)COc1c(-c2ccc(OC)cc2)oc2ccccc2c1=O	20	-1	-3.4	3	0	-9	-6.8	-5	0
O=C(O)COc1ccc(Nc2ccccc2)cc1	-4	0	-2.9	2	-12	-110	-2.5	10	12
COC(=O)C1=C(CSc2nnnn2C)NC(=O)NC1c1cc(C)ccc1C (stereo unspecified)	14	3	-1.4	-4	-5	10	-2.3	-1	-9
Cc1ccc(C)c(S(=O)(=O)N/N=C/c2ccc(C(=O)O)cc2)c1	30	5	-3.8	5	-9	-9	-3.7	-13	13
COc1ccc(OC)c(/C=N/NC(=O)CCc2c(C)n[nH]c2C)c1	13	1	0.1	0	-11	33	-0.7	2	-7
CCN(CC)CCNc1ccc(Cl)cc1[N+](=O)[O-]	·	-3	0.2	0	-12	·	-3.1	·	3
CCOc1ccc(NC(=O)C(=O)N/N=C/c2ccccc2F)cc1	2	3	-1.8	2	-4	36	-2.9	14	0
O=C(COc1ccccc1)Nc1sc2c(c1C(=O)NCc1cccnc1)CCCC2	34	3	-1.5	2	-15	33	-1.8	-3	3
S=c1[nH]nc(Cn2nnc3ccccc32)n1-c1ccc(Cl)cc1	-6	15	-2.4	3	-7	0	-3.5	-7	39*
COc1cccc2c(=O)n(CC(=O)Nc3ccc(F)cc3F)ccc12	24	5	-2.8	0	-10	2	-4.5	4	1
N#Cc1ccc(N2CCN(C(=O)c3cccs3)CC2)c(F)c1	30	1	-0.1	0	-11	32	-3.4	-4	-1
Nc1cc(S(=O)(=O)N2CCCCC2)ccc1Oc1ccc(Cl)cc1	3	4	-0.5	-3	7	16	0.5	-8	2
CC(=O)c1c(C)[nH]c(C(=O)Nc2nc(-c3ccccc3)c(C)s2)c1C	10	7	0.5	-2	1	-9	-3.5	-2	5
CCN(CC)c1ccc(NC(=O)CN2CCN(CC(=O)Nc3ccc(F)cc3)CC2)cc1	-1	-3	-1.3	-5	-8	-31	-4.4	1	5
Cc1cccc(CCNC(=O)C2CCN(S(=O)(=O)N3CCOCC3)CC2)c1	6	-4	-2.4	6	-3	33	-1.1	-16	0
Cc1ccc(NC(=S)N2CCN(C(=O)c3ccccc3)CC2)c(C)c1	2	-3	-0.6	-2	-8	-47	-1.7	14	-8
O=C(Cn1cnc2c(cnn2-c2ccccc2)c1=O)Nc1ccc(S(=O)(=O)N2CCOCC2)cc1	29	0	-2.8	-4	-4	-9	-3.4	16	-4
COc1ccc(C(=O)NC2CC3CCCC(C2)N3CC(C)C)cc1OC (stereo unspecified)	-12	1	-1.7	0	-2	17	-1.6	-5	5
Cc1nc2c(Cl)cccc2[nH]1	-1	4	1.8	-2	-5	3	-3.1	11	9
Cc1csc(-c2cnn(-c3ccccc3)c2NC(=O)c2ccccc2)n1	-5	1	-1.1	0	-12	-9	-2.2	9	-2
CC(Sc1nnc(NC2CCCCC2)s1)C(=O)Nc1ccc2c(c1)C(=O)c1ccccc1C2=O (stereo unspecified)	33	6	-2.7	4	-13	5	-5.0	-10	-1
CCOC(=O)c1c(N)sc(C(=O)N2CCOCC2)c1C	-1	-2	-2.3	-2	-14	2	1.7	-24	-9
COc1ccc(C(=O)NC(=S)Nc2ccccc2N2CCCCC2)cc1[N+](=O)[O-]	46	-2	-3.9	-1	-12	-9	-2.1	4	-5
COC(=O)C(CCSC)NC(=O)/C=C/c1ccc(OC)cc1 (stereo unspecified)	1	2	-3.2	0	11	-53	-1.1	-3	0
C=CCn1c2ccccc2c2nnc(SCCN3CCOCC3)nc21	0	-4	12*	-3	-9	24	-2.1	6	18
CC(=O)c1ccc(NC(=O)c2noc3c2CCCCC3)cc1	18	4	-3.1	4	-16	-14	-1.7	-3	1
COc1ccc(C(=O)N(C)C2CCCCC2)cc1OC1CCN(C(C)C)CC1	5	4	-0.8	0	2	18	-2.8	9	-1
Cc1ccc(S(=O)(=O)NN)c(C)c1N1CCCC1=O	16	3	-1.7	2	-6	-4	-2.7	4	-2
O=C(NCc1ccccc1)c1ccc2c(=O)n(CC3CCCO3)c(=S)[nH]c2c1 (stereo unspecified)	2	4	-2.9	4	-3	-6	-4.0	-18	1
O=C(CSCc1ccccc1)N=Nc1c(O)[nH]c2ccccc12	24	4	-4.2	6	-4	-2	-2.4	-1	11
CCOC(=O)C(NC(=O)CC)(Nc1ccc(S(=O)(=O)Nc2ncccn2)cc1)C(F)(F)F (stereo unspecified)	4	-1	-0.1	8	1	6	-1.1	-16	-2
Cn1nnnc1SCc1ccc(C(=O)Nc2ccc(Br)cc2)cc1	23	6	-2.5	-2	-5	36	-0.9	3	4
O=C(NC(=S)Nc1ccc(Cl)cc1Cl)C1CC1	11	1	1.0	-1	-6	-9	-0.2	-3	-6
CC(C)c1ccc(OCC(=O)NC(Cc2c[nH]c3ccccc23)C(=O)O)cc1 (stereo unspecified)	-8	0	2.4	4	-1	30	-2.0	7	3
CC1Cc2ccccc2N1C(=O)c1ccc2nccnc2c1 (stereo unspecified)	8	·	-0.1	3	-2	56	-0.4	-18	-3
O=[N+]([O-])c1cccc(S(=O)(=O)Nc2ccc(Cc3ccncc3)cc2)c1	·	11	-4.1	-3	3	22	-1.6	1	4
CCOCCCNC(=O)C1CCCN(S(=O)(=O)c2cccc3nsnc23)C1 (stereo unspecified)	-1	3	-2.8	7	-15	10	-1.8	-13	7
COc1ccc(Cl)cc1NC(=O)c1nnn(CC(=O)Nc2cc(C)cc(C)c2)c1N	8	1	-3.7	3	-12	26	-4.4	2	4
CN(CC1CCCN(CCc2ccc(Cl)cc2)C1)C(=O)CC(F)(F)F (stereo unspecified)	4	-3	-3.3	1	-8	39	-2.1	6	0
CC(C)CO/C(=N/S(=O)(=O)c1ccccc1)c1ccccc1	9	4	-1.2	6	-7	13	-0.5	-5	1
CCOc1ccc2nc(N3CCCC(C(=O)NCCCN4C(C)CCCC4C)C3)sc2c1 (stereo unspecified)	4	2	-3.7	1	9	28	-0.4	-6	-2
CCc1ccc(-c2cc(C(=O)N/N=C/c3ccccn3)[nH]n2)cc1	4	1	-4.7	0	-9	0	-2.7	0	-1
O=C(CSc1ncc(-c2ccc(F)cc2)n1Cc1ccco1)Nc1ccc2c(c1)OCO2	26	-1	-0.5	-3	29*	-26	-2.1	-13	-4
COc1ccc(OC)c(/C=N/NC(=O)C(=O)N2CCCCCC2)c1	-3	-7	3.6	1	-9	14	-2.1	-10	-6
O=C(O)c1ccccc1NC(c1ccccc1)c1ccc(Cl)cc1 (stereo unspecified)	-3	1	-0.1	8	-8	-5	-2.1	-9	-1
Cc1cc(-c2nnc(SCCC(=O)Nc3ccccc3)o2)no1	-4	·	-2.9	1	-11	27	-3.7	-29	7
Cc1ccc(NC(=O)c2ccc(Cl)nc2)cc1	-8	2	-1.4	-3	17	-38	-0.9	-2	-4
CC(C)(C)[C@H]1C=C(C(=O)NCc2nc3ccccc3[nH]2)O[C@@H](OCCCCO)C1	6	-1	0.1	-2	-9	32	-2.4	-5	-14

# One compound at a time, as listed above. Order of screens: NALP1 inh	IDE cell inh	VIM-2 inhibitor	IDE cell activ	GPR7 antagonist	PHOSPHO1 block	IMP-1 inhibitor	pCIP destab	M18AAP inhibitor
# Results for CC1Cc2ccccc2N1C(=O)c1ccc2nccnc2c1 (stereo unspecified) → 8	·	-0.1	3	-2	56	-0.4	-18	-3
# Results for CC(C)(C)[C@H]1C=C(C(=O)NCc2nc3ccccc3[nH]2)O[C@@H](OCCCCO)C1 → 6	-1	0.1	-2	-9	32	-2.4	-5	-14

# More entries.
molecule	NALP1 inh	IDE cell inh	VIM-2 inhibitor	IDE cell activ	GPR7 antagonist	PHOSPHO1 block	IMP-1 inhibitor	pCIP destab	M18AAP inhibitor
O=C(NCc1cccnc1)Nc1ccc(Cl)cc1Cl	19	-1	1.1	2	-3	31	2.3	-11	-12
ON1C2CCCCC2N(O)C1c1ccccc1C(F)(F)F (stereo unspecified)	7	-4	2.0	4	-1	18	-0.4	-13	8
COc1cccc(C(=O)N2CCN(C(=O)C3COc4ccccc4O3)CC2)c1 (stereo unspecified)	4	6	-2.8	-8	6	26	-4.0	-7	-9
CCOc1cccc(CN2CCCC(C(=O)c3cccc(C(F)(F)F)c3)C2)c1O (stereo unspecified)	5	6	-5.0	5	-9	5	-3.4	-3	-4
CCN1CCN(C(c2cccnc2)c2cc(Cl)c3cccnc3c2O)CC1 (stereo unspecified)	12	1	0.8	4	-7	99*	0.2	-6	20
O=C(c1cnn2c(C(F)F)cc(-c3ccccc3)nc12)N1CCN(Cc2ccc3c(c2)OCO3)CC1	13	-1	1.7	5	-14	34	-1.8	-9	1
Cc1ccc(CSc2nc3c(c(N(C)C)n2)CCCC3)cc1	36	1	-2.4	10	-6	-7	-3.0	-7	2
CCn1c(SCC(=O)Nc2ccccc2C(=O)OC)nnc1-c1ccc(N)cc1	-3	2	0.6	-1	-12	-9	-0.9	5	3
CC(C)(C)C(=O)N1CCN(c2ccc(Cl)cc2[N+](=O)[O-])CC1	40	-5	-1.3	4	8	-8	-0.5	-11	-1
Cc1occc1C(=O)N/N=C/C=C/c1ccccc1	-16	2	-3.2	4	-19	0	-4.0	0	-3
CCn1c(C)c(C(C)=O)c(N2CCC(C(N)=O)CC2)nc1=S	11	-2	2.5	5	-6	-26	-1.3	-3	-2
COc1cc(C2C(C(=O)/C=C/c3ccccc3)=C(O)C(=O)N2c2ccccn2)ccc1O (stereo unspecified)	-15	13	2.0	3	-6	13	-1.8	-16	5
CCN(CC)CCN1c2ccccc2Sc2ccccc21	10	2	-0.5	5	18	14	-0.7	-25	7
CC(=O)Oc1cccc(N2C(=O)C3CC=CCC3C2=O)c1 (stereo unspecified)	22	1	-1.0	-1	-6	6	-3.3	-8	-9
O=C(O)C1CCN(c2ccc(Cl)nn2)CC1	8	0	-2.1	1	-4	20	-2.7	12	2
CN1C(=O)C2(OCC(CO)([N+](=O)[O-])CO2)c2ccccc21 (stereo unspecified)	2	3	-3.2	5	-4	6	-5.7	-6	0
Cc1cc(C(=O)Nc2ccccc2C(=O)O)ccc1NC(=O)COc1cccc(C)c1C	11	3	-3.7	1	1	35	-3.8	-8	4
Cc1ccc(-n2c(C)cc(/C=N\NC(=O)CC(=O)NC(C)C)c2C)cc1	26	4	-4.9	0	-9	8	-5.5	-6	5
COc1ccc(C(=O)Nn2c(C)nc3ccccc3c2=O)cc1	0	2	-2.9	3	5	37	-3.5	6	-1
COc1ccc(-n2cc3ccc([N+](=O)[O-])cc3n2)cc1	12	1	-0.3	-1	3	19	-1.7	-1	-8

# Single values from the results shown.
# Result for `O=C(c1cnn2c(C(F)F)cc(-c3ccccc3)nc12)N1CCN(Cc2ccc3c(c2)OCO3)CC1` in PHOSPHO1 block: 34
# Result for `CCOc1cccc(CN2CCCC(C(=O)c3cccc(C(F)(F)F)c3)C2)c1O` (stereo unspecified) in IDE cell inh: 6
# Result for `O=C(O)C1CCN(c2ccc(Cl)nn2)CC1` in PHOSPHO1 block: 20
# Result for `CCN(CC)CCN1c2ccccc2Sc2ccccc21` in NALP1 inh: 10
